Source: PubChem BioAssay (several laboratories)
CHRM5 agonist – CHRM5 agonism in calcium assay; P08912; CHO-K1 hM5 cells, Fluo-8 calcium fluorescence; 0% DMSO wells, 100% maximal acetylcholine response; activation, % at 3 µM; actives 0.19% (n = 360,000); AID 624037;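 active means activation above the run's mean over test compounds plus 3 SD, cut at about 23% in these data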;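 further: signal is peak over basal fluorescence ratio across the kinetic read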
CRFR2-BP antag – blocks CRF-induced signaling of the CRF-BP/CRF-R2 complex. HEK293 CRF-R2/CRF-BP, CRF-induced calcium fluorescence. inhibition, % at 11.8 µM. actives 0.59% (n = 350,000). AID 588475;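 active means inhibition of the ligand-induced calcium signal above about 50% at the single tested concentration, limit read from the data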
CHRM5 antagonist – CHRM5 antagonism in calcium assay | actives 0.59% (n = 360,000) | P08912 | AID 624040 | inhibition, % at 3 µM | CHO-hM5 cells, Fluo-8 calcium fluorescence, ACh EC80;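 active means inhibition above a per-plate cutoff, the mean of that plate's test compounds plus 3 SD, cut at about 27% in these data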;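 further: 0% = acetylcholine EC80 with DMSO and 100% = DMSO without agonist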
TAAR1 agonist – agonists of human TAAR1; Q96RJ0; actives 0.99% (n = 360,000); activation, % at 3 µM; CHO RD-HGA16 TAAR1, Fluo-8 calcium fluorescence; vehicle wells 0%, saturating PEA agonist 100%;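 active means activation above the mean activation of all test compounds in the run plus 3 SD, cut at about 38% in these data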
Target sequence (Q96RJ0 whole entry, looked up): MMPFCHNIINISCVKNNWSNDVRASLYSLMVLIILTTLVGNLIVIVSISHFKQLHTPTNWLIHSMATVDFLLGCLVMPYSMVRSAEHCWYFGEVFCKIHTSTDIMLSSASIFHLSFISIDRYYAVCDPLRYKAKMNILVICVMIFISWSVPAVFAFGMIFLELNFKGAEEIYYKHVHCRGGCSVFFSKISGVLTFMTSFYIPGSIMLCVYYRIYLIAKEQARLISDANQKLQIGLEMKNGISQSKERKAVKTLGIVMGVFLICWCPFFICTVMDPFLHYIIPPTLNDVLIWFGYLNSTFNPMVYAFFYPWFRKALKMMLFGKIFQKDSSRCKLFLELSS
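Benchmarks: low control DMSO, high control PEA (EC100); System: CHO RD-HGA16 cells carrying human TAAR1 plus Gα16; Detection: Fluo-8 fluorescence, 5 s baseline then 140 s kinetic read; Schedule: 17-24 h plating, Fluo-8 75 min 37 °C, 30 min RT; Read-out basis: % activation from peak over basal fluorescence ratio, DMSO-to-PEA scaled.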
CHRM5 PAM – positive allosteric modulators of human muscarinic M5 receptor | P08912 | CHO-K1 hM5, Fluo-8 calcium, ACh EC20 PAM; 0% = ACh EC20, 100% = ACh EC100 | activation, % at 3 µM | actives 0.3% (n = 360,000) | AID 624038;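 active means activation above the run cutoff, the mean activation of all test compounds plus 3 SD, cut at about 18% in these data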
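Test system: CHO-K1 hM5 cells / Doses: single-point, 3 µM nominal / Times: Post-acetylcholine fluorescence recording 140 s / Technique: Fluo-8 calcium fluorescence / Measure: Max/basal fluorescence ratio as % of EC20–EC100 ACh window / Benchmarks: low control EC20 acetylcholine (0%), high control EC100 acetylcholine (100%) / Replicates: one well per compound, no replicates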
CHRM4 PAM – potentiates acetylcholine response at human M4 receptor | P08173 | CHO-K1 hM4/Gqi5, Fluo-8 calcium fluorescence, ACh EC20; 0% = ACh EC20, 100% = maximal ACh | activation, % at 3 µM | actives 0.4% (n = 360,000) | AID 624126;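 active means activation above its plate's cutoff, the mean activation of sample wells plus 3 SD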; further: some results filed as inactive read as strong as hits
Target sequence (P08173 whole entry, looked up): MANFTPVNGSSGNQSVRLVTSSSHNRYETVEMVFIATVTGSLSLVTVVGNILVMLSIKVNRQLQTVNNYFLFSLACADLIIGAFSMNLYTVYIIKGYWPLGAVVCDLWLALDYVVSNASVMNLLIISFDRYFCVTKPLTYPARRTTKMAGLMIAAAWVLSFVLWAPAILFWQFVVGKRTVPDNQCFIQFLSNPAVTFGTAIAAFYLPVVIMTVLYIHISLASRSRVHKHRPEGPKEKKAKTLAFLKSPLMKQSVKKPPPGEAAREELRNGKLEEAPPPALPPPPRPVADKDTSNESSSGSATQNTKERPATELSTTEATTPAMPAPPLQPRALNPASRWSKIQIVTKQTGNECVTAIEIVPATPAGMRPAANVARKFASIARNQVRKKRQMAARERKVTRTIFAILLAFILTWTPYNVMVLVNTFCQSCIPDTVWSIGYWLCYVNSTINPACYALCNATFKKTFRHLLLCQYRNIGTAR
M1 PAM parental – M1 PAM counterscreen hit in parental CHO-K1 cells | ATP EC20, Fluo-8 calcium fluorescence; 0% at ATP EC20, 100% at ATP max | activation, % at 3 µM | actives 0.02% (n = 360,000) | AID 602247;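 active means activation above the run cutoff, the mean activation of all test compounds plus 3 SD, cut at about 40% in these data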;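 further: peak over basal fluorescence ratio in a 140 s read after ATP addition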
CRFR2-BP ag – agonists of human CRF-binding protein/CRF-R2 receptor complex. HEK293 CRF-R2/CRF-BP, calcium dye fluorescence (FLIPR); percent of saturating CRF peptide response. activation, % at 13.2 µM. actives 0.46% (n = 350,000). AID 588473;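 active means activation of at least 50%, plus an integration ratio under a set limit after plate pattern correction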;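 further: plate controls were neutral control wells without compound for no effect and CRF at EC100 for full effect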
TAAR1 antag – human TAAR1 antagonism. inhibition, % at 3 µM. Q96RJ0. actives 1.5% (n = 360,000). CHO RD-HGA16 TAAR1, Fluo-8 calcium fluorescence, antagonist;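 active means inhibition above a per-plate cutoff, the mean inhibition of test compounds on that plate plus 3 SD, cut at about 49% in these data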;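 further: 0% = DMSO plus EC80 beta-PEA response and 100% = DMSO alone without agonist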
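Assay system: RD-HGA16 CHO cells with stable hTAAR1 and Gα16 / Reagent: EC80 β-phenethylamine stimulus / Doses: 3 µM, single point / Timing: dye loading 75 min at 37 °C, then 30 min room temperature / Measured by: Fluo-8 intracellular calcium dye fluorescence, real-time kinetic reads / Controls: vehicle wells and EC80 agonist wells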
* hit, by the source's call; . = no result given.

SMILES	CHRM5 agonist	CRFR2-BP antag	CHRM5 antagonist	TAAR1 agonist	CHRM5 PAM	CHRM4 PAM	M1 PAM parental	CRFR2-BP ag	TAAR1 antag
CN(C)c1ccc(P(=O)(OCc2ccccc2)C(O)c2ccncc2)cc1 (stereo not drawn)	0	18	-1	8	-1	5	0	-1.5	-1
Cc1c(-c2nc(-c3ccc(C(C)(C)C)cc3)no2)n(C)oc1=O	5	2	3	3	3	-4	16	0.5	6
O=C(CN1CCOCC1)NCc1cc([N+](=O)[O-])ccc1O	4	5	-10	2	14	5	15	-0.4	-5
Cc1ccc(Cc2c(-c3ccc(F)cc3)nc3ccc(Cl)cn23)cc1	0	-3	-3	2	1	-6	16	4.7	28
COc1cc2c(cc1OC)CN(Cc1ccccc1)CC2	0	4	1	0	7	4	10	-1.9	18
O=C(NCc1ccccn1)c1cn(Cc2ccccc2)nn1	-1	10	8	11	-6	1	15	0.2	-21
CC(c1ccccc1)C1CC(=O)N(Cc2ccccc2)C1=O (stereo not drawn)	-4	-7	6	11	-9	-11	11	0.5	14
O=C1CCC([N+](=O)[O-])C(c2ccc(Cl)cc2Cl)N1 (stereo not drawn)	0	-34	10	4	-1	12	14	1.6	10
COc1ccc(S(=O)(=O)N(C)CC(=O)Nc2cccc(C(C)=O)c2)cc1Cl	2	16	2	4	-4	-11	9	0.5	10
CCN1CCN(CNC(=O)c2cnccn2)CC1	-2	18	5	5	21*	19	-4	0.1	5
COc1ccc(CC(=O)Nc2ccc(S(=O)(=O)N3CCN(C)CC3)cc2)cc1	1	3	12	11	1	-1	13	-0.2	2
COc1ccc(C(=O)N/N=C2\SCC(=O)N2Cc2ccc3c(c2)OCO3)c(OC)c1	-3	0	31*	-1	-8	1	4	-3.9	1
CN(C(=O)COc1ccc(S(=O)(=O)N2CCOCC2)cc1[N+](=O)[O-])C1CCS(=O)(=O)C1 (stereo not drawn)	1	-1	2	-3	0	-2	1	-0.5	-11
CN(CC(=O)Nc1cccc(F)c1)C(=O)c1ccc(C2SCCS2)cc1	6	3	7	2	-11	4	-4	1.7	13
CCC(=O)OCCCCCCOc1ccc(C(=O)O)cc1	0	-10	-6	6	-3	3	-6	-1.9	-15

Single values from above:
In M1 PAM parental, `CCC(=O)OCCCCCCOc1ccc(C(=O)O)cc1` is listed with -6
In M1 PAM parental, `O=C(CN1CCOCC1)NCc1cc([N+](=O)[O-])ccc1O` is listed with 15
In CHRM5 antagonist, `COc1cc2c(cc1OC)CN(Cc1ccccc1)CC2` is listed with 1
In CHRM5 PAM, `COc1ccc(C(=O)N/N=C2\SCC(=O)N2Cc2ccc3c(c2)OCO3)c(OC)c1` is listed with -8
In CHRM4 PAM, `O=C1CCC([N+](=O)[O-])C(c2ccc(Cl)cc2Cl)N1` (stereo not drawn) is listed with 12

Another view of some results above:
CCN1CCN(CNC(=O)c2cnccn2)CC1
- CHRM5 agonist = -2
- CRFR2-BP antag = 18
- CHRM5 antagonist = 5
- TAAR1 agonist = 5
- CHRM5 PAM = 21*
- CHRM4 PAM = 19
- M1 PAM parental = -4
- CRFR2-BP ag = 0.1
- TAAR1 antag = 5

COc1ccc(CC(=O)Nc2ccc(S(=O)(=O)N3CCN(C)CC3)cc2)cc1
- CHRM5 agonist = 1
- CRFR2-BP antag = 3
- CHRM5 antagonist = 12
- TAAR1 agonist = 11
- CHRM5 PAM = 1
- CHRM4 PAM = -1
- M1 PAM parental = 13
- CRFR2-BP ag = -0.2
- TAAR1 antag = 2

COc1ccc(C(=O)N/N=C2\SCC(=O)N2Cc2ccc3c(c2)OCO3)c(OC)c1
- CHRM5 agonist = -3
- CRFR2-BP antag = 0
- CHRM5 antagonist = 31*
- TAAR1 agonist = -1
- CHRM5 PAM = -8
- CHRM4 PAM = 1
- M1 PAM parental = 4
- CRFR2-BP ag = -3.9
- TAAR1 antag = 1

Additional results
SMILES	CHRM5 agonist	CRFR2-BP antag	CHRM5 antagonist	TAAR1 agonist	CHRM5 PAM	CHRM4 PAM	M1 PAM parental	CRFR2-BP ag	TAAR1 antag
C/C(=N\N=C1\NC(=O)C(CC(=O)NCc2ccccc2)S1)C(C)C (stereo not drawn)	-4	0	7	3	-5	4	-15	-1.4	12
CC(C)c1nc2sc3c(=O)n(N)cnc3c2c2c1COC(C)(C)C2	-1	-13	3	0	-2	1	-2	-1.2	7
CCOC(=O)c1c(N)sc(C(=O)N(C)C)c1CN1CCOCC1	-2	-11	-1	17	0	-1	19	-0.8	-13
Cc1cc(NCc2ccccn2)n2nc(C)c(-c3ccc(Cl)cc3)c2n1	-1	-3	11	-2	-13	-21	10	-0.9	-14
Cn1cc(CN2CCC(n3nccc3NC(=O)CCCc3ccccc3)CC2)cn1	-5	-8	1	0	-3	-4	14	0.2	-14
COc1ccc(Cl)cc1NC(=O)COC(=O)C1CC(=O)N(Cc2ccccc2)C1 (stereo not drawn)	4	-3	-5	8	12	17	7	0.5	8
COc1cc(C2=NOC(C(=O)N3CCN(c4ccc(F)cc4)CC3)C2)cc(OC)c1OC (stereo not drawn)	8	7	-4	15	3	-2	6	-1.8	-9
CC(C)Cc1ccc(C(C)C(=N)N)cc1 (stereo not drawn)	-18	2	2	0	1	-1	6	0.6	-19
CC(=O)Nc1nnc(CSCc2ccc(F)cc2)s1	2	-10	10	5	-2	-4	8	3.5	14
CCc1ccc(N2C(=O)CC(Cn3nc(C)cc3C)C2=O)cc1 (stereo not drawn)	2	13	-8	0	16	21	12	0.9	-7
CC1(C(=O)NS(=O)(=O)Cc2ccccc2)CCN1C(=O)CCc1ccccc1 (stereo not drawn)	-1	.	-1	1	0	0	12	.	-12
CC1CCC2(CC1)NC(=O)N(CC(=O)c1ccc[nH]1)C2=O (stereo not drawn)	-3	5	-4	-1	-5	0	27	-1.8	-3
O=C(C=Cc1ccco1)c1ccco1	1	10	9	1	-2	-2	5	-3.3	-28
COC(=O)[C@H]1C[C@@]2(O)CN(S(=O)(=O)c3ccc(C)cc3)C[C@@]2(OC(=O)NC2CC2)C[C@H]1C(=O)OC	0	-7	-3	0	-1	7	15	0.2	7
COC(=O)c1ccc(N2CCCCC2)c(NS(=O)(=O)c2ccc(C)cc2)c1	-1	9	0	5	-2	-23	27	-0.4	12
NC(=O)CSc1nnc(-c2cccc(S(=O)(=O)N3CCOCC3)c2)n1C1CCCCCC1	-2	-5	8	7	2	7	-2	-3.3	-1
CC(C)n1nnnc1C1c2ccccc2C(=O)N1Cc1cccc(F)c1 (stereo not drawn)	-4	.	-8	1	2	5	14	.	-3
C[C@H]1NS(=O)(=O)c2ccc(Br)cc2O[C@H]1c1ccccc1	-3	-9	9	-1	-9	8	13	2.4	-22
COc1ccc(Cc2nc3ccc(C(=O)NCc4ncc(C)[nH]4)cc3o2)cc1OC	-6	7	18	2	-4	-6	8	0.7	-13
CC1=NNC(=O)C1C(c1ccc(Cl)cc1)C(C#N)C#N (stereo not drawn)	-5	-22	14	1	-9	-3	-2	1.6	-16
O=C(CSc1nc2ccccc2o1)N1CCN(c2ccc(Cl)cc2)CC1	3	-1	9	11	-8	4	6	0.5	-7
Cc1ccc(S(=O)(=O)NN=C2C(=O)C3CCC2C3Cl)cc1 (stereo not drawn)	0	-17	-5	0	6	3	22	-2.4	-18
O=C(CSc1cccc[n+]1[O-])c1ccccc1Br	0	-3	4	4	6	6	3	-0.7	-2
CCCOc1ccc(S(=O)(=O)NCCCN2CCOCC2)c2ccccc12	-3	-4	-4	9	-4	-2	-3	1.4	-1
CCN(CC)CCOCCOc1ccccc1F	-6	-5	-7	5	8	-1	25	-0.4	1
O=C(CSc1nnc2ccc(-c3cccnc3)nn12)Nc1ccc(F)cc1	-2	1	-7	1	4	6	-9	-0.9	-12
CCNc1nnc(CSc2nc3ccccc3s2)s1	-6	-39	3	2	0	-1	-8	-1.4	-2
COC(=O)c1ccc(NC(=O)CSc2nnc(C(C)NC(=O)c3ccccc3Cl)n2C)cc1 (stereo not drawn)	-3	-3	-5	16	6	6	5	0.2	-9
O=C(Nc1ccc(C(=O)N2CCCCC2)cc1)C1CCCC1	1	4	-4	1	0	8	14	-1.5	2
O=C(N[C@H]1C/C=C\C[C@H](CC(=O)N(CCO)Cc2ccccc2)C(=O)N[C@H](Cc2c[nH]c3ccccc23)COC1=O)OCC1c2ccccc2-c2ccccc21	3	6	6	0	-4	12	14	-2.4	15

The list goes on, overlapping the part above by 2 compounds.
SMILES	CHRM5 agonist	CRFR2-BP antag	CHRM5 antagonist	TAAR1 agonist	CHRM5 PAM	CHRM4 PAM	M1 PAM parental	CRFR2-BP ag	TAAR1 antag
O=C(Nc1ccc(C(=O)N2CCCCC2)cc1)C1CCCC1	1	4	-4	1	0	8	14	-1.5	2
O=C(N[C@H]1C/C=C\C[C@H](CC(=O)N(CCO)Cc2ccccc2)C(=O)N[C@H](Cc2c[nH]c3ccccc23)COC1=O)OCC1c2ccccc2-c2ccccc21	3	6	6	0	-4	12	14	-2.4	15
Cn1cc(S(=O)(=O)N2CCNCC2)cc1C(N)=O	0	3	-1	3	0	3	4	1.5	-21
CCN1CCN(C(c2cccs2)C(C)NS(=O)(=O)c2ccc(C)cc2)CC1 (stereo not drawn)	-11	-10	-8	-1	4	7	9	-0.3	12
CCOC(=O)N1CCN(C2CC(=O)N(c3ccc(C)cc3)C2=O)CC1 (stereo not drawn)	-2	12	1	2	-5	10	23	0.6	-17
C=CCNC(=O)c1onc(CSc2ccccc2C)c1C(=O)O	0	4	-2	4	1	11	12	-2.2	10
CN(C(=O)CSc1nnc(C(F)(F)F)n1C)c1c(N)n(Cc2ccccc2)c(=O)[nH]c1=O	-1	2	9	5	-2	-2	18	0.3	-4
Cc1cc(C)cc(OCC(=O)NCc2nc(-c3ccccc3)no2)c1	-4	7	3	5	-1	5	23	-0.4	-7
Cc1ccc(F)cc1CNC(=O)C1CCC(=O)N(CCCN2CCCC2=O)C1 (stereo not drawn)	-3	1	12	0	-1	1	10	-0.7	-6
O=C(O)CCCCCN1C(=O)CCC1=O	-4	-20	-2	4	-8	6	3	2.7	-6
O=C(c1ccco1)N1CCN(Cc2c(F)cccc2Cl)CC1	2	2	4	0	4	-6	-3	-3.3	-16
